Screening data: PubChem, several laboratories
Hsp70 act: Hsp70 transcriptional activators, primary screen, cell-based, HeLa, Hsp70 promoter luciferase, luminescence, 10 µM; actives 0.04% (n = 200,000); HeLa Hsp70 promoter luciferase reporter; scaled: vehicle 0, proteasome-inhibitor control 100%; activation, % at 10 µM;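 active means activation above the mean across all tested compounds plus 3 SD, cutoff set per campaign, cut at about 5.5% in these data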;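 further: 100% = MG132 at 30 µM as the positive control and 0% = DMSO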
FLuc inh counter: firefly luciferase enzyme inhibitors, primary screen, artefact control for luciferase-based inhibitor screens, biochemical, luminescence, ATPLite. Luciferin 4-monooxygenase (Photinus pyralis), P08659. 10 min. inhibition, % at 10 µM. actives 1.5% (n = 200,000). AID 1006, 2008;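 active means inhibition above about 50% when tested at 10 µM, limit read from the data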
Target sequence (P08659 whole entry, looked up): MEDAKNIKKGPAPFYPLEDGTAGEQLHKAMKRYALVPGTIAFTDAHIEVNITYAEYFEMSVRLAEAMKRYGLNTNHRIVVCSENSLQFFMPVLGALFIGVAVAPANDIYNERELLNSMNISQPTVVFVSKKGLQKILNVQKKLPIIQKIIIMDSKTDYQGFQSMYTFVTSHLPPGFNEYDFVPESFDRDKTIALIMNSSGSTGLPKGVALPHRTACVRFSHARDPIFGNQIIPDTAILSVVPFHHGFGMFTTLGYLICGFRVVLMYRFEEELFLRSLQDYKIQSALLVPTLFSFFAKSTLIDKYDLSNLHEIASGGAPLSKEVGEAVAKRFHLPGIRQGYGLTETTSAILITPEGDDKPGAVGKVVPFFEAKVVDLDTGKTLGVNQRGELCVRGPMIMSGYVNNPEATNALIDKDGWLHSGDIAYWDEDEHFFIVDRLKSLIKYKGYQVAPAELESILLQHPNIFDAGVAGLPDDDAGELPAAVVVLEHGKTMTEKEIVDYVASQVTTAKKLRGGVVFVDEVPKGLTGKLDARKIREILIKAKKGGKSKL
HMGR II inh: inhibitors of E. faecalis class II HMGR, primary screen, biochemical, Enterococcus faecalis; HMG-CoA reductase (Enterococcus faecalis, mvaE); purified E. faecalis HMGR, NADPH absorbance 340 nm kinetic; inhibition, % at 10 µM; actives 0.41% (n = 190,000); AID 1066, 2008;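 active means inhibition above a set limit, the median over all tested compounds plus 3 SD, cut at about 9.5% in these data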;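 further: enzyme runs in reverse so mevalonate oxidation gives rising NADPH absorbance; 0% = complete reaction with DMSO and 100% = background rate lacking mevalonate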
Redox H2O2 prof: compounds producing H2O2 with reducing agent – biochemical, NIH compound library profiling, artefact control for MLSCN library redox annotation, primary screen; DTT-dependent redox cycling H2O2, phenol red/HRP absorbance; 100% = 100 µM peroxide control, 0% = buffer; activation, % at 10 µM; actives 0.03% (n = 200,000);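 active means activation of at least 50% relative to the plate's high and low controls in the primary single-dose screen; inactive means activation below 50%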;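 further: compound incubated with DTT at 0.8 mM final as the reducing agent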
G6PDH counter: L. mesenteroides G6PDH inhibitors, counter-screen for G6PDH-coupled screening assays, biochemical, Leuconostoc mesenteroides enzyme; Purified L. mesenteroides G6PDH, diaphorase/resazurin coupled fluorescence, 45 min; inhibition, % at 5 µM; actives 0.12% (n = 200,000); AID 1020, 2008; in the data active means inhibition above about 50%
APP 5UTR inh: inhibitors of APP translation via 5'UTR reporter, primary screen, APP 5'UTR luciferase, SH-SY5Y cells; SH-SY5Y APP 5'UTR-luciferase reporter, luminescence; inhibition, % at 2 µM; actives 0.82% (n = 190,000); AID 1285, 2008;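 active means inhibition above a set limit, derived from the sample mean plus 3 SD, cut at about 45% in these data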; further: values of inactives mirror those of a sister screen read the other way
APP 5'UTR act: activators of APP 5'UTR luciferase reporter, primary screen, SH-SY5Y cells | activation, % at 2 µM | AID 1276, 2008 | SH-SY5Y APP 5'UTR luciferase reporter, luminescence; zero percent = DMSO vehicle wells | actives 1% (n = 190,000);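 active means activation above a set limit, based on mean plus 3 SD of controls, cut at about 140% in these data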; further: values of inactives mirror those of a sister screen read the other way
NF-kB expr up: activators of NF-kB expression in neurons, primary screen, cell-based, HTS; human neuronal cells, NF-kB reporter expression; hits give high values; fold change at 12.5 µM; actives 1.6% (n = 190,000); AID 1239, 2008; in the data active means fold change above about 3.3
FLuc act counter: FLuc activators, initial screening, artefact control for FLuc-dependent activation tests, biochemical, ATPlite luminescence; Luciferin 4-monooxygenase (Photinus pyralis), P08659; ATPlite luciferase biochemical, 10 min; 0 = ATP-free wells, 1 = DMSO control; activation factor at 10 µM; 200,000 tested, under 10 active; AID 1027, 2008;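 active means luciferase activation factor, scaled between plate controls, of at least 2 with compound at 10 µM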
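Assay system: Luciferase/luciferin reagent mix; Medium: PBS as buffer for the ATP substrate; Dosing: test compounds dosed from 2 mM stocks in 100% DMSO; Times: 10 min, room temperature; Signal: luminescence from luciferase reaction; Read-out: luciferase activation; Controls: No-ATP low control, compound-free enzyme-plus-ATP high control.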
STAT1 activator: STAT1 signaling activators, primary screen, cell-based, HTS, luciferase reporter. NIH 3T3 STAT1-luciferase reporter, IFN-gamma, luminescence; 100% = IFN-gamma alone, no compound. activation (% of control), % at 5.5 µM. actives 2.6% (n = 200,000). AID 932, 2007;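 active means activation above the screen-wide mean activation plus 3 SD, cut at about 130% in these data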;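 further: raw ratio to IFN-gamma control signal so 100% means no change and 0% no light; values of inactives mirror those of a sister screen read the other way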
An asterisk follows results filed as active; / = not tested or not shown. Rows are unselected, and some 5.3% of all compounds hit somewhere here.

Below each SMILES: Hsp70 act	FLuc inh counter	HMGR II inh	Redox H2O2 prof	G6PDH counter	APP 5UTR inh	APP 5'UTR act	NF-kB expr up	FLuc act counter	STAT1 activator
- Cc1nnc(NC(=O)C2CCCN(S(=O)(=O)c3ccccc3C(F)(F)F)C2)s1 (configuration not stated)
 : -0.3	0	-5	2.4	5	-4	4	1.1	1	101
- O=C(Nc1cc2c(cc1Br)OCCO2)c1cccs1
 : 0.0	31	-1	0.1	5	-43	43	2.2	0.7	120
- Cc1ccsc1-c1nc(CN(C)C(C2CC2)C2CC2)c(C)o1
 : 0.0	-6	-3	-1.0	10	-14	14	1.7	1.1	106
- Cc1cc(Cl)ccc1OCC(=O)NCCCCc1ccccc1
 : -0.5	-3	-8	0.4	-17	10	-10	1.1	1	106
- COc1cc(OC)cc(C(=O)Nc2cccc(N3CCCC3)c2)c1
 : -0.3	1	2	1.0	2	-7	7	1.2	1	100
- CC(C)(C)C(=O)Nc1nnc(SCC(=O)NCc2cccs2)s1
 : 0.0	-5	-4	0.3	2	-30	30	1.7	1.1	112
- Cc1[nH]n(-c2ccccc2)c(=O)c1C(c1ccc(C(=O)O)cc1)c1c(C)[nH]n(-c2ccccc2)c1=O
 : -0.4	-1	-3	0.0	0	-20	20	1.2	1	100
- Cc1c(C)[n+](=O)c(-c2ccco2)c(C)n1[O-]
 : 0.1	-2	-10	2.4	14	-2	2	0.85	1	99
- CCCCOc1[nH]c2nc(-c3ccco3)n(Cc3ccco3)c(=N)c2c1C#N
 : -0.5	-7	-1	3.3	-29	/	/	0.99	1.1	103
- O=C(COC(=O)c1cc(-c2cccs2)nc2ccccc12)NCc1ccco1
 : -0.2	3	3	-1.2	11	-12	12	0.91	1	94
- Cc1cc(Cl)ccc1OCC(=O)NCCCn1ccnc1
 : 0.0	-5	0	-0.8	2	3	-3	1.2	1	102
- CCCc1cc(-c2n[nH]c(=S)n2C(C)c2ccccc2)cs1 (configuration not stated)
 : 0.0	-14	-1	0.1	-1	6	-6	1.4	1.1	95
- Cc1ccc(NC(=O)COC(=O)c2cccc3c2C(=O)c2ccccc2C3=O)c(C)c1
 : -0.4	-1	-8	0.3	-21	-42	42	0.39	1	97
- Cc1c(N=Cc2nc3ccccc3[nH]2)c(=O)n(-c2ccccc2)n1C
 : -0.3	31	-4	-2.8	6	3	-3	1.1	0.7	111
- CCOC(=O)N1CCC(N2CCCC(C(=O)c3cc(C)c(OC)c(C)c3)C2)CC1 (configuration not stated)
 : -0.5	-7	0	-0.5	13	-1	1	1	1.1	96
- CC(C)CC(NC(=O)OC(C)(C)C)c1cn([C@@H](CCCCNC(=O)OC(C)(C)C)C(=O)N2CCN(C(=O)OC(C)(C)C)CC2)nn1 (some centres not stated)
 : -0.2	-2	-1	0.4	7	16	-16	0.65	1	90
- Cc1ccc(OCCCCNC(C)(C)C)c([N+](=O)[O-])c1
 : -0.3	1	-8	0.7	22	16	-16	1.2	1	98
- Cc1ccc(OCC(O)CNS(=O)(=O)c2ccccc2C(=O)N2CCCCC2)cc1 (configuration not stated)
 : 0.1	-4	-2	2.8	4	-5	5	0.86	1	106
- Cc1nn(C)c(Cl)c1CN1CCN(C2CCCC2)C(CCO)C1 (configuration not stated)
 : -0.4	4	-4	-0.1	2	16	-16	1.1	1	107
- O=C(Nc1ccc(Cl)cc1C(=O)NCc1cccnc1)c1ccc(Cl)cc1Cl
 : 0.0	-5	-8	0.6	7	8	-8	0.78	1	102
- CCOC(=O)c1ccc(NC(=O)CCc2ccc(CC)o2)cc1
 : 0.1	-4	2	1.4	2	-2	2	1.4	1	114
- COc1ccc(C2C3=C(CCCC3=O)Nc3nc(SCc4ccccc4)nn32)cc1OC (configuration not stated)
 : -0.1	-4	-2	2.1	7	9	-9	1	1	101
- COc1cc(OC)cc(C(=O)Nc2c(C)nn(-c3ccccc3)c2C)c1
 : -0.1	-11	3	0.0	6	-13	13	1	1.1	99
- Cc1c(C(=O)Nc2ccc3c(c2)OCO3)sc2nc(-c3ccccc3)cn12
 : -0.3	-6	-2	2.6	-71	3	-3	1.3	1.1	91
- CCN(CC)S(=O)(=O)c1csc(C(=O)NC2CCCCC2)c1
 : -0.4	-7	4	-0.7	18	4	-4	0.73	1.1	101
- Cc1cccc(-c2ncc(CN3CCCC(CO)(Cc4cccc(Cl)c4)C3)cn2)c1 (configuration not stated)
 : -0.1	-2	-4	-1.2	6	13	-13	1	1	104
- O=C(c1cn(-c2ccccc2)nc1-c1ccc(Cl)s1)N1CCOCC1
 : -0.4	-4	-1	-0.4	4	6	-6	0.59	1	108
- CCOc1cc2c(cc1C=O)OC(C)C2 (configuration not stated)
 : -0.1	-3	-3	-0.4	3	2	-2	/	1	97
- Cc1ccc2cccc(Oc3cnccn3)c2n1
 : 0.0	-9	-1	-0.6	-1	-9	9	0.87	1.1	105
- O=C(c1cccnc1)c1cccnc1
 : -0.1	2	4	-0.1	15	-9	9	0.92	1	93
- CC(C)(C)C(=O)/C=C/Nc1ccccc1O
 : -0.2	1	-4	-0.5	1	11	-11	3	1	90
- Cc1cc(C)c2c(n1)sc1c(-c3ccccc3)c(C#N)c(N)nc12
 : 0.3	2	2	0.1	3	4	-4	1.2	1	103
- CC(C)n1nnnc1-c1ccc(Cl)cc1
 : 0.1	-3	-6	-1.8	6	-57	57	1	1	93
- COc1cc(S(=O)(=O)N2CCOCC2)ccc1NC(=O)COc1ccc(N(C)S(=O)(=O)c2ccc(C)cc2)cc1
 : -0.2	-8	-7	0.9	1	14	-14	0.76	1.1	89
- Nc1nc(CSc2nnnn2-c2ccc(F)c(Cl)c2)nc(N2CCOCC2)n1
 : -0.3	/	/	0.1	/	3	-3	/	/	104
- CC1(c2ccc(Cl)cc2Cl)OCC(Cn2ccnc2)O1 (configuration not stated)
 : -0.1	-10	-5	2.1	12	-14	14	0.98	1.1	100
- O=C(Nc1ccccc1)c1cc(S(=O)(=O)N2CCOCC2)cs1
 : -0.1	-2	0	1.4	2	-7	7	1.1	1	99
- Cc1ccc(CNC(=O)COC(=O)c2ccc(S(=O)(=O)N(C)C)cc2)cc1
 : 0.2	-2	3	-1.4	4	2	-2	1.1	1	94
- CCOC(=O)CCC(=O)Nc1cccc([N+](=O)[O-])c1
 : -0.2	0	-5	-0.6	1	6	-6	1.1	1	88
- O=C(Nc1nc(-c2ccccc2)c(-c2ccccc2)s1)c1ccc(S(=O)(=O)N2CCCC2)cc1
 : 0.3	-5	-3	-0.8	-20	4	-4	0.91	1	102
- O=C(NC(=S)NNC(=O)c1ccc(Cl)cc1Cl)c1cccnc1
 : -0.1	18	-3	-0.1	1	-14	14	1.1	0.8	101
- Cc1c(/C(O)=C2/C(=O)C(=O)N(CCN3CCOCC3)C2c2cccs2)cnn1-c1ccccc1 (configuration not stated)
 : 0.1	9	-5	-0.1	1	-52	52	1.7	0.9	143*
- CCN(CC)S(=O)(=O)c1ccc(N/N=C/c2ccc(O)cc2O)nc1
 : -0.5	0	-2	-0.3	-2	81*	-81	1.3	1	93
- COC(=O)c1c(NC(=O)CC2SC(N)=NC2=O)sc2c1CCCC2 (configuration not stated)
 : -0.2	-6	1	-1.2	4	4	-4	0.9	1.1	110
- COc1cc(OC)nc(NC(=O)CCl)n1
 : -0.3	-4	-5	0.1	13	7	-7	1.1	1	98

Three of the entries above in order of their number in HMGR II inh, falling:
structure | Hsp70 act | HMGR II inh | Redox H2O2 prof | APP 5UTR inh | APP 5'UTR act | NF-kB expr up | STAT1 activator
CC(C)(C)C(=O)/C=C/Nc1ccccc1O | -0.2 | -4 | -0.5 | 11 | -11 | 3 | 90
CC1(c2ccc(Cl)cc2Cl)OCC(Cn2ccnc2)O1 (configuration not stated) | -0.1 | -5 | 2.1 | -14 | 14 | 0.98 | 100
COc1cc(S(=O)(=O)N2CCOCC2)ccc1NC(=O)COc1ccc(N(C)S(=O)(=O)c2ccc(C)cc2)cc1 | -0.2 | -7 | 0.9 | 14 | -14 | 0.76 | 89

The listing continues.
Below each SMILES: Hsp70 act	FLuc inh counter	HMGR II inh	Redox H2O2 prof	G6PDH counter	APP 5UTR inh	APP 5'UTR act	NF-kB expr up	FLuc act counter	STAT1 activator
- CC1CCN(C(=O)c2ccc(NC(=O)C3CCCO3)cc2)CC1 (configuration not stated)
 : -0.2	-4	-11	-0.5	-8	-34	34	1.2	1	94
- COc1ccc(-n2c(=O)c3ccccc3n(CC(=O)NC3CCCC3)c2=O)c(OC)c1
 : -0.2	-3	-8	-1.2	7	6	-6	1	1	90
- Nc1nc(N2CCOCC2)cc(=O)[nH]1
 : -0.3	-1	-5	2.0	14	0	0	1.4	1	95
- CCOCCCNC(=O)c1ccccc1OC1CCN(S(C)(=O)=O)CC1
 : -0.1	-3	-9	-0.2	14	2	-2	1.1	1	104
- CC[n+]1c(/C=C/N(C)c2ccccc2)oc2ccc(Cl)cc21
 : -0.3	-1	3	-0.3	1	-10	10	0.46	1	84
- O=C(CSc1ccc(C(F)(F)F)cc1[N+](=O)[O-])Nc1ccccc1
 : -0.3	-4	0	2.1	2	0	0	1.1	1	103
- O=C(CCNC(=O)c1ccc(Br)o1)NCc1ccccc1Cl
 : -0.1	-6	-4	-2.4	2	-4	4	1	1.1	92
- Fc1ccc(C2CC(c3cccs3)=NN2C(=S)Nc2ccccc2)cc1 (configuration not stated)
 : -0.5	-4	-1	2.3	-16	3	-3	1.2	1	103
- Cc1ccc(/C=N\NC(=O)c2cc([N+](=O)[O-])cc([N+](=O)[O-])c2)o1
 : -0.3	-7	-2	0.5	10	6	-6	0.78	1.1	96
